ABHD5 PLIN5 PPI: inhibitors of human ABHD5-perilipin-5 interaction; actives 0.78% (n = 360,000); Split G. princeps luciferase complementation, luminescence, 4 h; Q00G26+Q8WTS1; inhibition, % at 4 µM;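 active = inhibition above the mean inhibition across every tested compound plus 3 SD, cut at about 22% in these data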;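 note: 0% = DMSO only wells and the 100% control is not disclosed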
MC4R antagonist: human MC4R antagonism in cAMP assay; P32245; actives 0.48% (n = 360,000); inhibition, % at 6.5 µM; MC4R-expressing cells, MTII-stimulated cAMP, LANCE TR-FRET;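 active = inhibition above its plate's cutoff, the mean of tested wells on that plate plus 3 SD, cut at about 29% in these data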;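 note: 0% = Melanotan II alone and 100% = Melanotan II plus saturating MCL0020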
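Test system: U2OS cells stably expressing human melanocortin 4 receptor (MC4R); also added: Melanotan II challenge; compound: 6.5 µM single dose; timing: 30-min compound preincubation, 1-h Melanotan II challenge, 1-h detection, room temperature; signal: Eu-cAMP/anti-cAMP TR-FRET, emission 671 nm; repeats: one well per compound, no replicates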
SRC1 inh: inhibitors of human steroid receptor coactivator 1 (SRC1); Q15788; HEK293 GAL4-SRC1 luciferase reporter, luminescence; inhibition, % at 3.6 µM; actives 0.12% (n = 360,000); AID 588354;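 active = inhibition above the campaign mean plus 3 SD, with each screening campaign given its own cutoff, cut at about 60% in these data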;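 note: 0% = DMSO treated cells and 100% = gossypol at 36 µM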
NR2F2 inh: NR2F2 (human) inhibition, primary screen; P24468; HEK293T NGFI-A luciferase reporter, luminescence; inhibition, % at 8.6 µM; actives 0.7% (n = 370,000);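 active = inhibition above a per-plate cutoff, mean inhibition of test wells between control levels plus 3 SD, cut at about 38% in these data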;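 note: cells cotransfected with COUP-TFII expression vector driving the NGFI-A reporter; 0% = median of COUP-TF2 test wells and 100% = reporter-only cells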
Target sequence (P24468 whole entry, looked up): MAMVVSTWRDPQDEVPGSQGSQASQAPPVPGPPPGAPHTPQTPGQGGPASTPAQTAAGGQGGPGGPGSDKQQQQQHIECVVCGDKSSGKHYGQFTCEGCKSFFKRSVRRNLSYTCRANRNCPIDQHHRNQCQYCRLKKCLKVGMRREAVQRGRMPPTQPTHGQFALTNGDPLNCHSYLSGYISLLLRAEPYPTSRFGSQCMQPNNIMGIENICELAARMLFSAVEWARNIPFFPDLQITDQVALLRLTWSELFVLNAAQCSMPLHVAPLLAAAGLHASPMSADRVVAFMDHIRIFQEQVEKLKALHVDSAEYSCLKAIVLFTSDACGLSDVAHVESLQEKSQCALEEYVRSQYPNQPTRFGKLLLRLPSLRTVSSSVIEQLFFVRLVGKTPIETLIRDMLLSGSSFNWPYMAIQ
TLR9-MyD88 block: blocks human TLR9 binding to MyD88; inhibition, % at 4.98 µM; AID 504734; Q9NR96+Q99836; CHO BLA complementation TLR9-MyD88, CCF4 FRET ratio; actives 0.21% (n = 340,000);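 active = inhibition above the mean over all tested compounds plus 3 SD, cut at about 21% in these data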;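 note: 0% = DMSO only wells and 100% = clavulanate BLA inhibitor control wells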
MC4R barr agon: human MC4R agonism via beta-arrestin | U2OS MC4R beta-arrestin complementation, luminescence; percent of melanotan II response, DMSO zero | activation, % at 8.9 µM | actives 0.98% (n = 360,000);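 active = activation above a per-plate cutoff, the mean activation of sample wells on that plate plus 3 SD, cut at about 8% in these data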
NOD2 RIPK2 PPI: inhibitors of human NOD2-RIPK2 interaction. O43353. CHO BLA complementation NOD2-RIPK2, CCF4 ratio. inhibition, % at 4.98 µM. actives 0.38% (n = 360,000); in the data active = inhibition above about 21%;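 note: 0% = vehicle only and 100% = reference blocker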
Target sequence (O43353 whole entry, looked up): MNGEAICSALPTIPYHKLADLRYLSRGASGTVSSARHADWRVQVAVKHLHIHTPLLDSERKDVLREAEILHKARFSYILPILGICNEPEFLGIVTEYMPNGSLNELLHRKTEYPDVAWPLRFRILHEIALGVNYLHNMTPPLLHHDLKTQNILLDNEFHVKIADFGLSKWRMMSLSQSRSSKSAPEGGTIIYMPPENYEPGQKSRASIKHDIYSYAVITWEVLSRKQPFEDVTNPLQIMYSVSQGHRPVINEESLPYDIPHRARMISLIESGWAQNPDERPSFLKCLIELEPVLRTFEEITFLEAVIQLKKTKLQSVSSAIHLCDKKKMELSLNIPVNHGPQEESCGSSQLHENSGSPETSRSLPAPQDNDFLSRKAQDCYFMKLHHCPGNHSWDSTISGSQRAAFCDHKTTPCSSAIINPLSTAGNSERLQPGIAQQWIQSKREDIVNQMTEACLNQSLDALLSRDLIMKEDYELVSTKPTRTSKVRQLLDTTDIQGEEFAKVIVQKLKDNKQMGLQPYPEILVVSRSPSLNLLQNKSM
LMP1 NFkB inh: reduces LMP1-driven NF-kappaB luciferase signal | LMP1-induced NF-kappaB luciferase reporter cells, luminescence | inhibition, % at 12.5 µM | actives 0.69% (n = 350,000); in the data active = inhibition above about 41%;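 note: 0% = neutral control wells and 100% = reference inhibitor control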
NCOA2 inhibitor: inhibits human steroid receptor coactivator 2; Q15596; HEK293 GAL4-SRC2 luciferase reporter, luminescence; inhibition, % at 9 µM; actives 0.17% (n = 370,000); AID 651957;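 active = inhibition above the mean inhibition of all tested compounds plus 3 SD, set per campaign, cut at about 52% in these data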;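 note: 0% = DMSO treated cells and 100% = cells given Gossypol at 36 µM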
LRH-1 inv ag: NR5A2 inverse agonism in reporter assay; inhibition, % at 3.6 µM; O00482; HEK293T StAR-luciferase reporter, LRH-1 transfected, 24 h; actives 0.13% (n = 360,000);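 active = inhibition above the mean inhibition of all tested compounds plus 3 SD, cut at about 73% in these data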;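 note: 0% = DMSO wells and 100% = reporter-only cells lacking LRH-1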
NCOA3 inh: inhibitors of human steroid receptor coactivator 3 (SRC3); Q9Y6Q9; HEK293 GAL4-SRC3 luciferase reporter, luminescence; actives 0.17% (n = 360,000); AID 588352; inhibition, % at 3.6 µM;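 active = inhibition above a per-campaign cutoff, the mean of all compounds plus 3 SD, cut at about 60% in these data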;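 note: 0% = DMSO-treated cells and 100% = gossypol-treated cells at 36 µM; higher means less SRC3-driven luciferase light from the GAL4 reporter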
* marks the source's active call; other numbers are inactive results. Some of the compounds tested; the hit share may differ from the screen's.

For COc1ccc(C(=O)CCC(=O)N2CCN(c3cc(C)ccc3C)CC2)cc1 the results were ABHD5 PLIN5 PPI -5, MC4R antagonist 0, SRC1 inh 14, NR2F2 inh 6, TLR9-MyD88 block -14, MC4R barr agon -1.0, NOD2 RIPK2 PPI -1, LMP1 NFkB inh 17, NCOA2 inhibitor 13, LRH-1 inv ag -6 and NCOA3 inh -16.
NC(=O)C1CCN(C(=O)c2ccco2)CC1 was read as ABHD5 PLIN5 PPI 1, MC4R antagonist 7, SRC1 inh -7, NR2F2 inh -8, TLR9-MyD88 block 10, MC4R barr agon -2.0, NOD2 RIPK2 PPI 8, LMP1 NFkB inh -8, NCOA2 inhibitor -4, LRH-1 inv ag -15 and NCOA3 inh 11.
O=S(=O)(Nc1ccc(Cl)cc1)c1cccc2cccnc12 was read as ABHD5 PLIN5 PPI -12, MC4R antagonist 14, SRC1 inh -7, NR2F2 inh -17, TLR9-MyD88 block -8, MC4R barr agon -2.2, NOD2 RIPK2 PPI -7, NCOA2 inhibitor 2, LRH-1 inv ag -11 and NCOA3 inh 11.
`CCC(=O)NCCNc1nc2cc(C)cc(C)c2cc1C#N` gave ABHD5 PLIN5 PPI 1, MC4R antagonist -1, SRC1 inh 1, NR2F2 inh -15, TLR9-MyD88 block -18, MC4R barr agon -2.9, NOD2 RIPK2 PPI -3, LMP1 NFkB inh -6, NCOA2 inhibitor 3, LRH-1 inv ag 0 and NCOA3 inh 18.
COc1ccc(N2CCN(C(=O)c3ccc(Br)o3)CC2)cc1 was read as ABHD5 PLIN5 PPI -8, MC4R antagonist 21, SRC1 inh 0, NR2F2 inh -5, TLR9-MyD88 block -8, MC4R barr agon -2.1, NOD2 RIPK2 PPI -9, LMP1 NFkB inh -1, NCOA2 inhibitor 1, LRH-1 inv ag -34 and NCOA3 inh -13.
For O=C(CCNS(=O)(=O)c1ccccc1F)N1CCN(S(=O)(=O)c2cccc(F)c2)CC1 the results were ABHD5 PLIN5 PPI -5, MC4R antagonist 4, SRC1 inh 9, NR2F2 inh -3, TLR9-MyD88 block 6, MC4R barr agon -1.6, NOD2 RIPK2 PPI 2, LMP1 NFkB inh 5, NCOA2 inhibitor 11, LRH-1 inv ag -11 and NCOA3 inh 5.
Screening O=C(Nc1ccc(Br)cn1)c1ccc2nccnc2c1 returned ABHD5 PLIN5 PPI 1, MC4R antagonist -6, SRC1 inh -64, NR2F2 inh -47, TLR9-MyD88 block -7, MC4R barr agon -0.9, NOD2 RIPK2 PPI -3, LMP1 NFkB inh -5, NCOA2 inhibitor -96, LRH-1 inv ag -127 and NCOA3 inh -51.
CC(=O)c1ccc(NC(=O)CSc2nnc3ccc(-c4ccccn4)nn23)cc1 was read as ABHD5 PLIN5 PPI 3, MC4R antagonist 3, SRC1 inh -18, NR2F2 inh 5, TLR9-MyD88 block -3, MC4R barr agon 2.9, NOD2 RIPK2 PPI -10, LMP1 NFkB inh 1, NCOA2 inhibitor 10, LRH-1 inv ag 11 and NCOA3 inh 7.
COc1ccc(CCNCCN2CCOCC2)cc1 was read as ABHD5 PLIN5 PPI -7, MC4R antagonist 0, SRC1 inh 1, NR2F2 inh -3, TLR9-MyD88 block -8, MC4R barr agon -0.7, NOD2 RIPK2 PPI -1, LMP1 NFkB inh 7, NCOA2 inhibitor -28, LRH-1 inv ag 4 and NCOA3 inh -2.
C=CCn1c(=O)c2ccccc2n2c(SCc3nc(N)nc(Nc4ccccc4C)n3)nnc12 was read as ABHD5 PLIN5 PPI -5, MC4R antagonist 8, SRC1 inh -10, NR2F2 inh 5, TLR9-MyD88 block -1, MC4R barr agon -1.1, NOD2 RIPK2 PPI -7, LMP1 NFkB inh 1, NCOA2 inhibitor -13, LRH-1 inv ag -25 and NCOA3 inh -3.
`CN(C)/C=C1\C(=O)N(c2ccc(Cl)c(Cl)c2)CS1(=O)=O` gave ABHD5 PLIN5 PPI 0, MC4R antagonist 8, SRC1 inh 3, NR2F2 inh -8, TLR9-MyD88 block -5, MC4R barr agon -2.1, NOD2 RIPK2 PPI -9, LMP1 NFkB inh 3, NCOA2 inhibitor -8, LRH-1 inv ag -6 and NCOA3 inh -8.
COc1ccc(CCNC(=O)/C=C/c2ccc(C)cc2)cc1OC was read as ABHD5 PLIN5 PPI -2, MC4R antagonist 4, SRC1 inh 1, NR2F2 inh -6, TLR9-MyD88 block 0, MC4R barr agon -0.9, NOD2 RIPK2 PPI -10, LMP1 NFkB inh -5, NCOA2 inhibitor -24, LRH-1 inv ag 0 and NCOA3 inh -16.
Screening CC(=O)Nc1cc2nc(C)n(Cc3ccccc3[N+](=O)[O-])c2nc1C returned ABHD5 PLIN5 PPI -3, MC4R antagonist -2, SRC1 inh -9, NR2F2 inh -15, TLR9-MyD88 block -4, MC4R barr agon -0.8, NOD2 RIPK2 PPI -14, LMP1 NFkB inh 3, NCOA2 inhibitor -39, LRH-1 inv ag 4 and NCOA3 inh -11.
N#CCn1c(CN2CCCC2)nc2ccccc2c1=O was read as ABHD5 PLIN5 PPI -6, MC4R antagonist 15, SRC1 inh 0, NR2F2 inh -10, TLR9-MyD88 block -11, MC4R barr agon 2.4, NOD2 RIPK2 PPI -7, LMP1 NFkB inh -6, NCOA2 inhibitor -12, LRH-1 inv ag -4 and NCOA3 inh -6.
`O=C(O)CSC1CC(=O)N(c2ccc(Cl)cc2)C1=O` (stereo not given) gave ABHD5 PLIN5 PPI 10, MC4R antagonist -4, SRC1 inh -9, NR2F2 inh 10, TLR9-MyD88 block -4, MC4R barr agon 1.9, NOD2 RIPK2 PPI 12, LMP1 NFkB inh 5, NCOA2 inhibitor 4, LRH-1 inv ag -2 and NCOA3 inh 10.
`N#C/C(=C\C=C\c1ccccc1)c1nc(-c2ccc3c(c2)OCO3)cs1` gave ABHD5 PLIN5 PPI -1, MC4R antagonist -11, SRC1 inh -3, NR2F2 inh 15, TLR9-MyD88 block -10, MC4R barr agon 6.2, NOD2 RIPK2 PPI -3, LMP1 NFkB inh 3, NCOA2 inhibitor -2, LRH-1 inv ag -9 and NCOA3 inh -3.
Screening Cc1cc(/C=C2/NC(=O)NC2=O)c(C)n1-c1ccc(C#N)cc1 returned ABHD5 PLIN5 PPI 2, MC4R antagonist 3, SRC1 inh -15, NR2F2 inh -17, TLR9-MyD88 block 8, MC4R barr agon -1.7, NOD2 RIPK2 PPI 3, LMP1 NFkB inh -3, NCOA2 inhibitor -31, LRH-1 inv ag -13 and NCOA3 inh -1.
`COc1ccc(Cl)cc1N1C(=O)C2CCCN2C1c1ccccc1F` (stereo not given) gave ABHD5 PLIN5 PPI -5, MC4R antagonist -6, SRC1 inh -13, NR2F2 inh 15, TLR9-MyD88 block -6, MC4R barr agon -1.6, NOD2 RIPK2 PPI -6, LMP1 NFkB inh -3, NCOA2 inhibitor -7, LRH-1 inv ag 7 and NCOA3 inh -7.
`COCCCNc1c2c(nc3ccccc13)CCC2` gave ABHD5 PLIN5 PPI -6, MC4R antagonist 1, SRC1 inh -9, NR2F2 inh -6, TLR9-MyD88 block 0, MC4R barr agon -2.0, NOD2 RIPK2 PPI -11, LMP1 NFkB inh 5, NCOA2 inhibitor 4, LRH-1 inv ag -4 and NCOA3 inh 10.
For COc1ccc(C(CNC(=O)c2oc3ccc(Br)cc3c2C)N2CCCCC2)cc1 (stereo not given) the results were ABHD5 PLIN5 PPI 5, MC4R antagonist -8, SRC1 inh -6, NR2F2 inh 6, TLR9-MyD88 block -6, MC4R barr agon 0.1, NOD2 RIPK2 PPI -10, LMP1 NFkB inh -9, NCOA2 inhibitor -20, LRH-1 inv ag -12 and NCOA3 inh 13.
`Cc1cccc(N2CCN(C(=O)c3cc(=O)[nH]c4ccccc34)CC2)c1C` gave ABHD5 PLIN5 PPI 7, MC4R antagonist 16, SRC1 inh -1, NR2F2 inh 7, TLR9-MyD88 block -4, MC4R barr agon 1.0, NOD2 RIPK2 PPI -6, LMP1 NFkB inh 8, NCOA2 inhibitor 18, LRH-1 inv ag 7 and NCOA3 inh 20.
COC(=O)[C@]1(C)N[C@H](CN(C)C(=O)c2ccc(C(C)(C)C)cc2)[C@@H]2C(=O)N(C)C(=O)[C@@H]21 was read as ABHD5 PLIN5 PPI -6, MC4R antagonist 10, SRC1 inh 2, NR2F2 inh 20, TLR9-MyD88 block 6, MC4R barr agon -2.0, NOD2 RIPK2 PPI 8, LMP1 NFkB inh 1, NCOA2 inhibitor 13, LRH-1 inv ag -20 and NCOA3 inh -14.
CC(=O)c1ccc(Nc2c([N+](=O)[O-])ccc3nonc23)cc1 was read as ABHD5 PLIN5 PPI 2, MC4R antagonist -2, SRC1 inh 2, NR2F2 inh 18, TLR9-MyD88 block -9, MC4R barr agon -2.7, NOD2 RIPK2 PPI -7, NCOA2 inhibitor 8, LRH-1 inv ag -27 and NCOA3 inh -4.
For COc1ccc(S(=O)(=O)N2CCOCC2)cc1NC(=O)c1ccccc1-c1ccc(C(F)(F)F)cc1 the results were ABHD5 PLIN5 PPI 0, MC4R antagonist 18, SRC1 inh 10, NR2F2 inh -7, TLR9-MyD88 block -18, MC4R barr agon 10*, NOD2 RIPK2 PPI -4, LMP1 NFkB inh -6, NCOA2 inhibitor 16, LRH-1 inv ag -1 and NCOA3 inh 20.
`CCN(CC)C(=O)c1cc(S(=O)(=O)N2CCCCC2)c[nH]1` gave ABHD5 PLIN5 PPI -4, MC4R antagonist 4, SRC1 inh -3, NR2F2 inh -9, TLR9-MyD88 block -7, MC4R barr agon 0.1, NOD2 RIPK2 PPI -11, LMP1 NFkB inh -3, NCOA2 inhibitor -48, LRH-1 inv ag -7 and NCOA3 inh 7.
Screening Cn1c(-[n+]2c(-c3ccccc3)cc(-c3ccccc3)cc2-c2ccccc2)nc2c([N+](=O)[O-])cccc21 returned ABHD5 PLIN5 PPI 2, MC4R antagonist 9, SRC1 inh 5, NR2F2 inh -1, TLR9-MyD88 block -2, MC4R barr agon 3.9, NOD2 RIPK2 PPI -16, LMP1 NFkB inh -17, NCOA2 inhibitor -13, LRH-1 inv ag -7 and NCOA3 inh -17.

Random excerpt: 2 entries already listed, in no set order.
Screening Cc1cc(/C=C2/NC(=O)NC2=O)c(C)n1-c1ccc(C#N)cc1 returned ABHD5 PLIN5 PPI 2, MC4R antagonist 3, SRC1 inh -15, NR2F2 inh -17, TLR9-MyD88 block 8, MC4R barr agon -1.7, NOD2 RIPK2 PPI 3, LMP1 NFkB inh -3, NCOA2 inhibitor -31, LRH-1 inv ag -13 and NCOA3 inh -1.
Screening Cn1c(-[n+]2c(-c3ccccc3)cc(-c3ccccc3)cc2-c2ccccc2)nc2c([N+](=O)[O-])cccc21 returned ABHD5 PLIN5 PPI 2, MC4R antagonist 9, SRC1 inh 5, NR2F2 inh -1, TLR9-MyD88 block -2, MC4R barr agon 3.9, NOD2 RIPK2 PPI -16, LMP1 NFkB inh -17, NCOA2 inhibitor -13, LRH-1 inv ag -7 and NCOA3 inh -17.

Screening results: PubChem BioAssay, several laboratories
